# E-sel inducer – induces E-selectin expression in human endothelial cells | activation, % at 7.58 µM | P16581 | 260,000 compounds, 0.37% hits | HUVEC E-selectin immunofluorescence imaging; normalized: neutral wells 0, TNF-alpha wells 100;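 active means mean E-selectin-positive cell signal at least 10% of the positive control, reached in at least 60% of replicates, without over 20% cell loss; inconclusive means no rule given, readout overlaps actives, possibly toxicity-flagged; inactive means the rest, including those meeting only one limit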;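 further: in these data hits start at about 27%; measured in HUVEC primary endothelial cells; signal is the percent of cells scored E-selectin positive by PE staining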
# Target sequence (P16581 whole entry, looked up): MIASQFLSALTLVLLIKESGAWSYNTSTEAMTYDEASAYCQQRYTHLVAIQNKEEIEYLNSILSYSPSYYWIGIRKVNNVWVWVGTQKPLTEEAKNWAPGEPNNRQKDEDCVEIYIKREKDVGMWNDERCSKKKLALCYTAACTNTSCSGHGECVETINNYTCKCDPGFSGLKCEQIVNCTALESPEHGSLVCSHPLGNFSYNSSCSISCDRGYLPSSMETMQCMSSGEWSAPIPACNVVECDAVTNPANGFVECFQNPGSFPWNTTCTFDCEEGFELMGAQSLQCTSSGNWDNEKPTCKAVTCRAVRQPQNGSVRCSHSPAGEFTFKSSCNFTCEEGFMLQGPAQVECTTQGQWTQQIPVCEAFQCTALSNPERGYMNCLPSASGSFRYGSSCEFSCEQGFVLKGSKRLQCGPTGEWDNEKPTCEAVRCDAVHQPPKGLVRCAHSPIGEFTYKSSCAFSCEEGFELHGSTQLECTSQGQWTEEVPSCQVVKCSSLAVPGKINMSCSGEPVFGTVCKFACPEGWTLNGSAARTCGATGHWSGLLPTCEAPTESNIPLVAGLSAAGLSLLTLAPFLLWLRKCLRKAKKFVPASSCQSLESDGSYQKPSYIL
#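 assay system = HUVEC, human umbilical vein endothelial cells | input = 3,000 HUVEC seeded per well | medium = EGM-2 growth medium on 0.1% gelatin-coated wells | dosing = one compound dose added by pin transfer | signal = immunofluorescence imaging | read-out basis = % PE-positive cells | control set = TNF-alpha, DMSO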
# S100A4 inh HTS – blocks human S100A4 binding to myosin IIA peptide; P26447; S100A4/TAMRA-MyoIIA peptide fluorescence polarization; inhibition, % at 10.7 µM; 360,000 compounds, 0.14% hits; AID 652163;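 active means mean inhibition of at least 70% across replicates, with every replicate also reaching that level; inconclusive means mean inhibition reaches 70% but some replicates fall short; inactive means mean inhibition below 70%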
# Target sequence (P26447 whole entry, looked up): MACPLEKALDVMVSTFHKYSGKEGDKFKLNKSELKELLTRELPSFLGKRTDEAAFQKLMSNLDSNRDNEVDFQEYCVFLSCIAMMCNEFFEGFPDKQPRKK
#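 Material: S100A4 monomer protein / Buffer or medium: 50 mM HEPES pH 7.2, 10 mM CaCl2, 100 mM KCl / Times: 5 min incubation before reading / Benchmarks: neutral control DMSO, positive control TFP / Reagent: labelled myosin peptide probe, 5 nM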
# PglD inh – inhibitors of Campylobacter jejuni PglD acetyltransferase | AID 602405 | purified PglD enzyme, DTNB colorimetric CoA detection | 360,000 compounds, 0.098% hits | inhibition, % at 12.5 µM; in the data active means inhibition above about 16%, passing the limit was not always enough; inconclusive means no clear call, values can overlap the other calls; further: strong numbers were not always called active
# Statin myotox sup – suppression of simvastatin myotoxicity. C2C12 myotubes + simvastatin, ATP luminescence, 48 h; scaled: DMSO 0, geranylgeraniol control 100. 330,000 compounds, 0.78% hits. AID 602340. rescue of ATP level, % at 7.49 µM;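 active means mean ATP rescue above about 67%, or every replicate alone reaching that limit, limit read from the data, passing the limit was not always enough; inconclusive means no clear call, values can overlap the other calls; inactive means mean under the limit and some replicate under it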;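 further: myotubes were challenged with 10 µM simvastatin during compound exposure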
# ERp5 block – inhibitors of human ERp5; Q15084; ERp5 insulin aggregation, absorbance 650 nm, 90 min; inhibition, % at 9.99 µM; 350,000 compounds, 0.05% hits; AID 651711;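 active means mean replicate inhibition above about 25%, with every replicate also reaching it, limit read from the data, passing the limit was not always enough; inconclusive means only one of those two criteria met; inactive means neither criterion met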
# DENV2 CPE – inhibitors of DENV2 cytopathic effect; AID 651640; CPE inhibition, % at 9.99 µM; DENV2-infected cells, cytopathic effect rescue, plate reader; 350,000 compounds, 1.7% hits; in the data active means CPE inhibition above about 20%, passing the limit was not always enough; inconclusive means no clear call, values can overlap the other calls; tested in BHK-21 cells;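 further: 0% = median of neutral control wells and 100% = median of positive control wells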
# SIRT5 block – blocks human SIRT5 desuccinylation of peptide; Q9NXA8; Purified SirT5, succinyl-peptide AMC, trypsin-coupled fluorescence; inhibition, % at 15 µM; 330,000 compounds, 1.1% hits; in the data active means inhibition above about 15%; inconclusive means no clear call, values can overlap the other calls
# Target sequence (Q9NXA8 whole entry, looked up): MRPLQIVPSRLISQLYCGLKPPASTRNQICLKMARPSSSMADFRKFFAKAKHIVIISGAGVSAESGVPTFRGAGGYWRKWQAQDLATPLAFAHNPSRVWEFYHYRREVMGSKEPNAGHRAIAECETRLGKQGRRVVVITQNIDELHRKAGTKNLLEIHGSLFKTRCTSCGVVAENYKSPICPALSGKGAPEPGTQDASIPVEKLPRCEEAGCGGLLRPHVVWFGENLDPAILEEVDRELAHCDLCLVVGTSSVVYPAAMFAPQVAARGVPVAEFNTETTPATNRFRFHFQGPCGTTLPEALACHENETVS
# * marks the source's active call; other numbers are inactive results; ? = inconclusive; . = no result given. A portion of the library, so the mix of outcomes need not match the whole.
SMILES,E-sel inducer,S100A4 inh HTS,PglD inh,Statin myotox sup,ERp5 block,DENV2 CPE,SIRT5 block
C[C@@H]1CCCCO[C@H](CN(C)Cc2ccncc2)[C@@H](C)CN([C@H](C)CO)C(=O)c2cc(NC(=O)NC3CCCCC3)ccc2O1,1.5,6,-2,-15,2,11,4
CCCC(=O)Nc1ccc2c(c1)OC[C@H](C)N(C(C)=O)C[C@H](C)[C@H](OC)CN(C)C2=O,0.0,-3,-1,0,-1,11,-2
COCCNC(=O)C1(C)Cc2c(-c3ccc(NC(C)=O)cc3)ccnc2O1 (centres undefined),1.6,4,4,13,6,6,-5
O=C(COc1ccccc1Cl)Nc1ccccc1C(=O)NC1CC1,1.2,-5,-2,-33,-2,3,-11
CCc1nc2c(OCC(=O)N(C)C)cccn2c1N(C=O)Cc1ccc(OC)cc1,-0.6,-1,-2,6,-2,-4,.
CN(C)C(=O)c1ccc(-c2ccc3n(c2=O)C[C@H]2[C@H](CO)[C@@H](C(=O)NCCc4ccccc4)N[C@@H]32)cc1,0.0,1,-2,-2,0,4,-33
COC(=O)c1c(SCC(=O)Nc2ccc(C)c(C)c2)nc(=O)[nH]c1C,1.7,1,2,3,1,1,-5
C[C@@H]1CN([C@H](C)CO)C(=O)c2cc(C#CC3CCCCC3)cnc2O[C@H]1CN(C)S(=O)(=O)c1ccccc1,0.5,-7,1,-8,1,5,7
COc1ccc(OC)c(/C=N/NC(=O)c2cccc3ccccc23)c1,.,3,2,1,-6,1,-1
CC(C)N1CCN(Cc2ccc(C#CCCO)cc2)CC1CCO (centres undefined),0.2,0,.,.,-4,2,-5
Cc1ccc(C(=O)N2CCN(CCNC(=O)C(=O)Nc3ccc(Cl)cc3)CC2)cc1,-0.1,-2,-3,.,2,10,-2
CCOc1ccc(CN2CCN(Cc3cc4c(cc3Cl)OCO4)CC2CCO)cc1 (centres undefined),0.3,-1,-2,2,-6,-3,1
COC(=O)c1ccc(NC(=O)C2C3C=CC(C3)C2C(=O)O)cc1 (centres undefined),.,0,4,1,0,-8,1
CC(OC(=O)c1ccc(NC(=O)CC#N)cc1)C(=O)Nc1ccc(Oc2ccccc2)cc1 (centres undefined),0.2,-7,-3,3,3,8,0
Cc1ccc(-n2nc3c(c2NC(=O)c2ccco2)CS(=O)C3)cc1 (centres undefined),-0.2,-3,-3,0,-11,-9,-1
CN1CCN(C(=O)C[C@@H]2CC[C@@H]3[C@H](COc4ccc(NC(=O)C5CCOCC5)cc4C(=O)N3C)O2)CC1,0.4,-3,2,-13,-3,0,3
CCc1cc(CNC(=O)C2CCC(=O)N(CCc3cccc(F)c3)C2)on1 (centres undefined),0.2,1,-3,5,-8,-6,0
NC(=S)Nc1cccc(O)c1,.,-1,9,-1,2,1,-6
COCCNC(=O)C(=O)N/N=C(\C)CC(=O)Nc1cccnc1,.,4,-3,2,0,1,0
CCOC(=O)Cc1cnc(NC(=O)CSc2nc(C(C)C)cc(=O)[nH]2)s1,-0.1,-5,-1,-3,1,0,-2
CNC(=O)c1ccc(Nc2nnc(-c3ccc(C(N)=O)cc3)c3ccccc23)cc1,0.1,3,5,-17,-1,19,-4
COCCn1c(=O)[nH]c2cc(C(=O)N3CCN(c4cccc(C)c4C)CC3)ccc2c1=O,0.3,-1,-1,-3,1,5,-1
COc1ccc(COC(=O)C2=C(C)NC(=O)NC2c2ccc(F)cc2)cc1 (centres undefined),.,1,-3,14,-3,61*,-4
COc1cccc(-c2ccc3c(c2)[C@H]2[C@H](CCN2C(=O)Cc2ccccc2)[C@H](CO)N3)c1,0.0,-18,5,17,7,-5,0
Cc1ccc(S(=O)(=O)N(C)C[C@H]2OCCCC[C@@H](C)Oc3ccc(NS(=O)(=O)c4ccc(Cl)cc4)cc3C(=O)N([C@H](C)CO)C[C@@H]2C)cc1,0.0,0,-1,4,2,-3,17*
CC(=O)c1ccc([C@H]2C[C@@]34CN(C(=O)OC(C)(C)C)S(=O)(=O)[C@H]3C[C@H]2O4)cc1,-0.1,-6,-2,6,9,3,0
Cc1cc(C(=O)Nc2ccc3nc(C)sc3c2)c2ccccc2n1,1.5,0,-4,-38,0,4,-2
C=C1CCN(c2ccc(C(=O)NCc3ccccc3)cc2[N+](=O)[O-])CC1,0.0,-1,-3,-6,-2,2,1
O=C(CN1C(=O)S/C(=C\c2ccc(-c3cc(C(=O)O)ccc3Cl)o2)C1=O)Nc1ccc2c(c1)OCO2,-0.1,2,-1,2,-5,0,-2
CCOC(=O)CC1C(=O)NCCN1C(=O)c1ccc(Cl)c(Cl)c1 (centres undefined),-0.2,-2,-3,10,6,-3,-2
CC(=O)c1cc2c(cc1NC(=O)Cc1c(C)noc1C)OCO2,-0.1,4,0,4,1,-4,.
CC1(C)Cc2c(sc3nc[nH]c(=O)c23)CO1,.,4,7,-1,-3,-1,-2
O=C(COC(=O)CNC(=O)c1cccc(OC(F)F)c1)NNC(=O)c1ccccc1,0.0,-2,-1,-4,-5,-2,1
OCCC1CN(Cc2ccc(-c3ccco3)cc2)CCN1Cc1ccsc1 (centres undefined),.,-11,.,.,0,0,-5
C=CCN1C(=O)C2(OCCO2)c2cc(C)ccc21,-0.1,4,1,-5,-2,-2,-2
CCOC(=O)C1=C(O)C(=O)N(Cc2cccnc2)C1c1ccc(C)cc1 (centres undefined),1.8,-1,.,.,-1,10,0
COc1cc(OC)cc(C(=O)N[C@H](C(=O)OCC(=O)Nc2ccc(C(N)=O)cc2)C(C)C)c1,.,-3,.,.,-5,5,-4
COc1ccc(CN2C(=O)c3ccccc3C2=O)cc1C(=O)N(C)CC(=O)Nc1ccc(F)cc1,1.9,-5,-7,7,1,-3,-5
COc1cccc(-c2ccc3nnc(SCC(=O)N4CCOCC4)n3n2)c1,.,-1,2,1,0,7,-6
CCC/C(=C1/c2ccccc2C(=O)N1c1ccccc1)c1ccc(O[C@@H]2CCCCO2)cc1,-0.1,0,-7,-3,10,37*,0
O=C(Nc1ccc(F)cc1F)c1ccc2c(c1)[nH]c(=O)n2Cc1ccc(F)cc1,.,-4,-4,19,3,0,-1
CO[C@H]1CN(C)C(=O)c2cc(NC(=O)C3CC3)ccc2OC[C@@H](C)NC[C@H]1C,-0.1,6,1,-6,-4,-5,1
CNC(=O)c1c(C)[nH]c(=S)c(C#N)c1-c1ccco1,-0.1,-3,5,-8,1,-7,9
Cn1c(SCC(=O)Nc2ccc(N3CCOCC3)cc2)nnc1-c1ccccc1F,-0.1,-1,2,-10,3,2,2
C[C@H](CO)N1C[C@H](C)[C@@H](CN(C)C)Oc2cc(-c3ccc(C(=O)N(C)C)cc3)ccc2S1(=O)=O,0.4,-5,-2,0,-4,2,3
CCN1CCN(S(=O)(=O)c2ccc(Cl)c(C(=O)N(C)C3CCCCC3)c2)CC1,.,-2,5,-3,-3,-13,.
Cc1ccnc(NC(=O)COC(=O)C23CC4CC(CC(C4)C2)C3)n1,0.3,0,-5,-7,-5,5,0
O=C(O)CS(=O)CC(=O)NCc1cccc(C(F)(F)F)c1 (centres undefined),.,-16,.,5,7,-6,-3
CCNC(=O)C[C@@H]1CC[C@H]2[C@@H](COc3ccc(NC(=O)Cc4ccccc4)cc3C(=O)N2C)O1,0.0,-4,-1,3,-2,?,-5
NC(=O)c1c(NC(=O)CSc2nc3c(c(C(F)(F)F)n2)CCc2ccccc2-3)sc2c1CCCC2,.,-3,.,.,5,-3,2
C[C@@H]1CN([C@@H](C)CO)C(=O)c2cccc(NC(=O)c3ccc(-c4nccs4)cc3)c2O[C@H]1CN(C)Cc1ccccc1,0.1,1,11,49,-1,5,6
CC=Cc1ccc2n(c1=O)C[C@H]1[C@H](CO)[C@@H](C(=O)NCc3ccccc3F)N[C@@H]21 (mixture of isomers),0.0,-3,2,3,-3,18,-7
Cc1noc(C)c1NC(=O)Nc1cccc2c1O[C@@H](CN(C)Cc1ccncc1)[C@@H](C)CN([C@H](C)CO)C2=O,.,1,7,20,-6,0,-4
O=C(CN1C(=O)CCC1=O)Nc1nc2c(F)cc(F)cc2s1,-0.1,-2,0,-16,-10,6,-2
Cc1ccc(N2C(=O)CN(Cc3cccs3)C2=S)cc1C,-0.8,-1,1,9,-4,2,-1
O=C(Cn1nc(-c2ccccc2)ccc1=O)N1CCCCC1,1.7,-4,0,0,3,?,-1
Cc1cccc(C(=O)NCC(c2cccs2)N2CCOCC2)c1 (centres undefined),-0.5,-1,-2,8,5,4,-3
Cc1ccsc1C(=O)OCC(=O)N1CCN(c2ccccc2)CC1,-0.2,1,.,.,-3,2,.
Cc1cc(NC(=O)COc2coc(CN3CCN(c4ccccc4)CC3)cc2=O)no1,.,-5,7,-6,4,11,-4
C[C@H]1CN([C@@H](C)CO)C(=O)Cc2cc(NC(=O)C3CC3)ccc2O[C@@H]1CN(C)S(=O)(=O)c1cn(C)cn1,-0.2,3,-1,-6,-1,-7,10

# 10 entries already listed, sorted by formula weight, falling.
SMILES,E-sel inducer,S100A4 inh HTS,PglD inh,Statin myotox sup,ERp5 block,DENV2 CPE,SIRT5 block
C[C@@H]1CN([C@H](C)CO)C(=O)c2cc(C#CC3CCCCC3)cnc2O[C@H]1CN(C)S(=O)(=O)c1ccccc1,0.5,-7,1,-8,1,5,7
CCNC(=O)C[C@@H]1CC[C@H]2[C@@H](COc3ccc(NC(=O)Cc4ccccc4)cc3C(=O)N2C)O1,0.0,-4,-1,3,-2,?,-5
CCC/C(=C1/c2ccccc2C(=O)N1c1ccccc1)c1ccc(O[C@@H]2CCCCO2)cc1,-0.1,0,-7,-3,10,37*,0
O=C(COC(=O)CNC(=O)c1cccc(OC(F)F)c1)NNC(=O)c1ccccc1,0.0,-2,-1,-4,-5,-2,1
CC(=O)c1ccc([C@H]2C[C@@]34CN(C(=O)OC(C)(C)C)S(=O)(=O)[C@H]3C[C@H]2O4)cc1,-0.1,-6,-2,6,9,3,0
CCOC(=O)Cc1cnc(NC(=O)CSc2nc(C(C)C)cc(=O)[nH]2)s1,-0.1,-5,-1,-3,1,0,-2
CCc1cc(CNC(=O)C2CCC(=O)N(CCc3cccc(F)c3)C2)on1 (centres undefined),0.2,1,-3,5,-8,-6,0
COC(=O)c1c(SCC(=O)Nc2ccc(C)c(C)c2)nc(=O)[nH]c1C,1.7,1,2,3,1,1,-5
O=C(O)CS(=O)CC(=O)NCc1cccc(C(F)(F)F)c1 (centres undefined),.,-16,.,5,7,-6,-3
NC(=S)Nc1cccc(O)c1,.,-1,9,-1,2,1,-6

# Next part.
SMILES,E-sel inducer,S100A4 inh HTS,PglD inh,Statin myotox sup,ERp5 block,DENV2 CPE,SIRT5 block
Cn1ccnc1Sc1ccc(C(N)=O)cc1[N+](=O)[O-],-0.5,7,.,2,1,-9,.
Cc1ccc(CN2CCN(Cc3ccc4ncccc4c3)CC2CCO)cc1 (centres undefined),.,0,4,-14,-3,-4,1
Cc1cc[n+](-c2[nH]c(=O)sc2/C=N/N=C(\[O-])CCn2c3ccccc3c3ccccc32)cc1,.,1,-4,.,4,9,2
O=c1[nH]c2ccc(N=Cc3c(O)ccc4cc(Br)ccc34)cc2[nH]1,-2.4,1,.,.,?,1,0
